# Assay outcomes (PubChem BioAssay)
# Nrf2 ARE act = Nrf2 pathway activation; AID 624171; AREc32 ARE-luciferase reporter (MCF7-derived line), luminescence, 24 h; actives 0.31% (n = 410,000); Potency, µM (series often up to 46.1 µM), inactives show at the top dose activation, usual class: activators; note: potency is the fitted concentration of half-maximal effect; % of control where 0% means no effect; nearly all actives have a fitted effect of over 65% in size
#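 ARE activation measured as luciferase luminescence (Steady-Glo, 30 min RT) in AREc32_Fluc cells after 24 hr compound exposure at 37 deg C, 5% CO2; cells seeded overnight at 1000/well in OPTI-MEM, 5% FBS.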
# Nrf2 block = blocks Nrf2 signaling; A549 ARE-Fluc reporter, luciferase luminescence, 18-24 h; Potency, µM (doses to about 46 µM), for inactives: at the top dose activity change, negative = inhibition, hits mostly inhibitors; actives 2.1% (n = 360,000); AID 504444; note: potency is the fitted concentration of half-maximal effect; % is set by controls: 0 for no effect and ±100 for the full control effect; nearly all actives have a fitted effect of over 60% in size
#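 Concentration-response testing used A549 ARE_Fluc cells at 5000 cells/well. Following an 18-24 h compound incubation, viability was read by fluorescence (Ex 405/Em 525) and luciferase output by luminescence.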
# pAkt inh = inhibitors of Akt phosphorylation; AID 651550; activity change, % for hits at 50 µM; Neuro2A IGF-stimulated pAkt S473 HTRF, 20 min; hits give low values; actives 0.32% (n = 360,000); in the data active = activity change below about -80%; inconclusive = mostly about -51% to -80%; note: % is set by controls: 0 for no effect and ±100 for the full control effect
#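 Neuro2A cells (4,500/well, DMEM with 0.5% FBS) were treated with compound at a single 50 µM final concentration, stimulated with 6 nM IGF for 20 min at 37 °C, and lysed. Phospho-Akt Ser473 was read by HTRF as 665/615 ratio ×10^4.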
# MmCpn inh = M. maripaludis TRiC chaperonin inhibition; purified Mm-Cpn ATPase, ADP Transcreener TR-FRET; Potency, µM (highest dose often 76.9 µM), inactives show at the top dose activity, negative = inhibition, hits mostly inhibitors; actives 0.031% (n = 330,000); note: potency is the fitted concentration of half-maximal effect; % is set by controls: 0 for no effect and ±100 for the full control effect; nearly all actives have a fitted effect of over 80% in size
#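 Reaction buffer contained 30 mM Tris pH 7.4, 100 mM KCl, 5 mM MgCl2 and 1 mM DTT. Mm-CPN (25 nM final) hydrolysed 10 uM ATP over 30 min at 37°C; ADP was read by HTRF.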
# TGFb SMAD3 inh = blocks TGF-b signaling; HepG2 CAGA-GFP TGF-b/SMAD3 reporter, GFP fluorescence, 18 h; TGF-beta stimulated, 500 pg/mL final; Potency, µM (titrated, usually from 46.1 µM), without a hit: at the top dose activity, negative = inhibition, hits mostly inhibitors; actives 1.2% (n = 410,000); note: potency is the fitted concentration of half-maximal effect; % is set by controls: 0 for no effect and ±100 for the full control effect; nearly all actives have a fitted effect of over 65% in size
#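 Smad-responsive CAGA-GFP expression was quantified in HEPG2 cells exposed to compounds and 500 pg/mL final TGF-beta for 18 h at 37 degrees C; unstimulated wells defined full inhibition.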
# CCT chaperon mod = changes cytosolic chaperonin activity. actives 0.3% (n = 360,000). activity change, % (no concentration beside the values), hits read low. purified chaperonin ATPase assay, HTRF ADP detection, 30 min. AID 651819; in the data active = activity change below about -30%; note: % is set by controls: 0 for no effect and ±100 for the full control effect
#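 Enzyme 40 or 20 nM (batch-dependent) in Tris pH 7.4/KCl/MgCl2/DTT; cpd 76 uM single point; ATP 10 uM; 30 min 37 °C; Transcreener ADP HTRF detection, 30 min RT; ratio 665/615.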
# ATXN viability = reduces viability in counter-screen for ATXN expression inhibitors; S2 cells (HEK-293 line with an ATXN2-luciferase reporter) viability, CellTiter-Fluor protease fluorescence, 24 h; Potency, µM (series often up to 56.7 µM), usual class: cytotoxic; actives 0.49% (n = 400,000); AID 651635; note: potency is the fitted concentration of half-maximal effect; nearly all actives have a fitted effect of over 40% in size
# A549 viability = counter-screen for Nrf2 inhibitors: cytotoxicity in A549 cells; A549 ARE-Fluc cells, CellTiter-Fluor viability, 18-24 h; Potency, µM (series often up to 46 µM), for the others: at the top dose activity change, negative = cytotoxicity, actives largely listed as inhibitors; actives 0.16% (n = 390,000); note: potency is the fitted concentration of half-maximal effect; % is set by controls: 0 for no effect and ±100 for the full control effect
#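 Cytotoxicity counterscreen: CellTiter-Fluor fluorescence was measured in A549 ARE_Fluc cells after 18-24 h of compound exposure in a concentration series. The subsequent BugLite luminescent read reports ARE-luciferase activity.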
# HepG2 viability = counter-screen for TGF-b inhibitors: cytotoxicity in HepG2 cells; Potency, µM (top dose mostly 46.1 µM), for the others: top-dose activity change, negative = cytotoxicity, usual class: cytotoxic; HepG2 CAGA-GFP viability, ATP luminescence, 18 h; actives 0.76% (n = 410,000); note: potency is the fitted concentration of half-maximal effect; some results filed as inactive show a strong effect at the top dose
#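 HepG2 CAGA-GFP cells (1000/well, DMEM with 1% FBS) received compound, then TGF-beta at 500 pg/mL final, and were incubated 18 hours at 37 degrees C. Viability was read by CellTiter-Glo luminescence. Media-only wells were set as complete cell-killing and DMSO as no toxicity.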
# * marks the source's active call; other numbers are inactive results; i = inactive; ? = inconclusive; . = not tested or not shown; [ ] = remark or other dose. Unless noted, calls come from the whole dose curve; as a rule, active = well fitted curve in the direction sought with a large enough effect; inconclusive = small, poorly fitted or top-dose-only effect, or another doubt; inactive = no such curve, though single readings can be large; an effect the other way counts as inactive or inconclusive.
SMILES,Nrf2 ARE act,Nrf2 block,pAkt inh,MmCpn inh,TGFb SMAD3 inh,CCT chaperon mod,ATXN viability,A549 viability,HepG2 viability
CSc1ncccc1C(=O)Nc1cccc(S(=O)(=O)N2CCOCC2)c1,-1.0%,-3%,i,2%,4%,0.1,i,-2%,-3%
COc1ccc(Cl)cc1C1=NOC2(CCC2)C(=O)N1Cc1ccc(NC(C)=O)cc1,-0.7%,.,i,.,-15%,-2.2,i,.,-5%
CC/C(=N\NC(N)=O)c1ccc(OC(F)F)cc1,0.2%,11%,i,1%,14%,0.2,i,1%,2%
Cc1cccnc1NC(=S)NC(=O)c1oc2ccccc2c1C,17%,?,i,4%,-15%,0.9,i,2%,-6%
O=S(=O)(Cc1ccccc1)N1CCN(C2Cc3ccccc3C2)CC1,0.0%,-6%,i,1%,-3%,-2.7,i,0%,0%
COc1ccc(CN2CCNC(=O)C2CC(=O)NCC2CCOCC2)cc1C (centres undefined),-0.1%,?,i,1%,2%,-1.3,i,9%,1%
Cc1[nH]c2ccccc2c1/C=N/Nc1nc2ccccc2[nH]1,-0.8%,?,i,2%,?,0.0,?,?,-3%
CNC(=O)c1ccc(NC(=O)c2ccccc2OCc2c(C)noc2C)cc1,-0.7%,.,i,.,2%,1.4,i,.,-29%
COc1cc([N+](=O)[O-])cc(/C=N/NC(=O)c2ccc(NC(=O)c3ccc(C)cc3)cc2)c1O,0.2%,4.6µM*,i,-1%,?,-2.5,?,?,-72%
O=C(O)CSCC(=O)Nc1ccc(-c2nc3ccccc3s2)cc1,-3.2%,-8%,i,-11%,-20%,1.8,i,-2%,-13%
COc1cccc(NC(=O)C2CCCN2C(=O)Nc2ccccc2F)c1 (centres undefined),-0.2%,-1%,i,0%,4%,2.6,?,0%,0%
COc1ccc(/C=C/C(=O)Oc2ccc(C)cc2)cc1,3.5%,?,i,-5%,0%,3.3,i,-15%,2%
COc1cc(OC)nc(/N=C/N(C)C)n1,0.1%,15%,i,-2%,2%,1.6,i,2%,11%
CC(Oc1ccc(Cl)cc1Cl)C(=O)NNC(=O)c1cccnc1 (centres undefined),0.0%,14%,i,0%,1%,-1.3,?,1%,-7%
CC(C)CCNC(=O)c1cccc(Nc2nc3ccccc3n3nnnc23)c1,3.4%,-23%,.,.,?,.,.,-1%,-67%
Cc1nc(Cl)sc1C(=O)Nc1ccc(C(F)(F)F)cc1,26%,-1%,i,-1%,-19%,-1.5,?,1%,-47%
O=[N+]([O-])c1ccccc1S(=O)(=O)NC1CC2CCC1C2 (centres undefined),-0.2%,-12%,i,0%,0%,-6.8,i,-1%,-2%
CC1CC1c1ccc(/C=C(\C#N)C(=O)Nc2ccc(Cl)cc2)o1 (centres undefined),6.3µM*,?,i,1%,7%,-3.1,?,-11%,-11%
COc1ccccc1N(CC(=O)N1CCOCC1)S(C)(=O)=O,-0.7%,2%,i,0%,14%,0.9,i,0%,0%
Cc1ccc(-n2c(SCC(=O)N3CCCc4ccccc43)nnc2-c2cccnc2)c(C)c1,-0.7%,-5%,i,?,-5%,3.7,i,2%,0%
Cc1ccc(NC(=S)N2CCC(NC(=O)c3cccc(F)c3)CC2)cc1,-0.6%,-28%,i,1%,-20%,2.6,i,3%,-23%
O=C(Nc1ccc(Cl)c(Cl)c1)OCc1cccnc1,0.9%,-8%,i,0%,-9%,-2.1,i,-12%,-37%
O=C(Nc1c2c(nn1-c1ccc(F)cc1)CS(=O)(=O)C2)C1CCCC1,-0.5%,-4%,i,-3%,4%,-1.7,i,4%,1%
CC(=O)C1C(c2cn(-c3ccccc3)nc2-c2cccs2)NC(=O)NC1(O)C(F)(F)F (centres undefined),13%,16%,i,1%,-11%,0.6,i,0%,-4%
CCNC(=O)NC(=O)CSc1ccc(S(=O)(=O)N2CCCCC2)cn1,0.9%,0%,i,-2%,3%,-2.1,i,5%,-4%
COc1cc(NC(=O)c2ccccc2)c(OC)cc1NC(=O)Cc1ccc(F)cc1,-0.2%,-8%,i,-8%,-9%,2.0,i,-1%,2%
CC(=O)Nc1cccc(NC(=O)C(=O)c2cn(CC(=O)N3CCCCC3)c3ccccc23)c1,6.0%,?,i,-12%,-9%,1.1,i,-14%,-4%
Cc1cc(S(=O)(=O)N2CCN(C(=O)c3ccco3)CC2)ccc1F,-0.1%,-9%,i,-18%,16%,0.0,i,2%,21%
C#CCNCCS(=O)(=O)N(Cc1ccc(Br)cc1)[C@@H](CC(C)C)C(=O)O,-0.7%,10%,i,0%,1%,-0.6,i,-7%,-12%
CC(=O)c1cccc(Nc2ncnc3c2cnn3C)c1,-0.4%,.,.,.,-17%,.,.,15%,-15%
CCOCCCNC(=O)c1cc2c(=O)n3cccc(C)c3nc2n1C,-0.6%,-13%,i,0%,0%,0.6,i,0%,4%
COc1cccc(C2CN(c3ccc(F)cc3F)N=C2c2cccs2)c1OC (centres undefined),7.0%,-13%,i,-7%,-28%,1.9,.,?,-26%
Cc1ccc(C(=O)NCC(=O)N2CCN(c3ncccn3)CC2)s1,-0.4%,9%,i,1%,-7%,-2.3,i,-3%,11%
Cc1ccc(NC(=O)CC2Nc3cccc4cccc(c34)NC2=O)cc1 (centres undefined),6.9%,?,.,.,11µM*,.,.,-15%,-28%
Cc1ccc2cc3cc(C(=O)NCCCN4CCc5ccccc5C4)oc3nc2c1,6.8%,?,i,-1%,-12%,-1.3,i,-8%,-11%
CCn1ccnc1CN(C)Cc1cn(C)nc1-c1ccccc1F,-0.9%,0%,i,-1%,6%,-4.1,i,1%,1%
CC(C)C[C@H]1CNC(=O)C(=O)N1C[C@H]1CCCN1C[C@H](CC(C)C)N1C[C@H](CC(C)C)N(CCc2ccccc2)C(=O)C1=O,2.1%,.,i,.,.,1.1,?,.,.
CCc1ccc(N(C(=O)Cn2nnc(-c3ccccc3)n2)C(C(=O)NC2CCCCC2)c2ccccn2)cc1 (centres undefined),2.7%,8%,i,-4%,-48%,0.7,i,6%,-81%
CCOC(=O)N1CCN(C(=O)CN(c2ccccc2)S(C)(=O)=O)CC1,-0.6%,-2%,i,-1%,-31%,0.0,i,0%,-17%
COc1ccc(C(=O)c2ccc(C)cc2)c(OC)c1OC,0.2%,-2%,i,.,-1%,-0.1,i,-16%,-36%
O=C1/C(=C/c2ccc([N+](=O)[O-])cc2)CCC1C1CCCC1 (centres undefined),-0.6%,15%,i,0%,0%,-3.9,i,0%,-7%
Cc1c(C(=O)N2CCC[C@H]2CO)oc2c(F)cccc12,9.7%,23%,i,-2%,-16%,-4.1,i,10%,-32%
O=[N+]([O-])c1cccc2c(S(=O)(=O)N3CCCCC3)cccc12,7.1%,15%,i,-12%,8%,0.1,i,-8%,1%
Cc1c(NC(=O)c2cc(=O)c3ccccc3o2)c(=O)n(-c2ccccc2)n1C,-0.6%,12%,.,.,1%,.,i,0%,-3%
Nc1c(NC=O)c(=O)n(Cc2ccccc2)c(=O)n1Cc1ccccc1,-0.9%,2%,i,.,4%,-1.3,?,-6%,-3%
COc1cccc(-c2ccc3c(c2)C2CC3CCN2C(=O)c2ccc(Cl)cc2)c1 (centres undefined),0.5%,3%,i,.,?,-0.6,i,7%,-21%
O=C(CSc1nnc(C2CC2)n1C1CC1)c1ccc(Br)s1,9.2%,12%,i,-7%,23%,-1.2,i,2%,-7%
N/C(=N\S(=O)(=O)c1cc(C(F)(F)F)cc(C(F)(F)F)c1)c1ccccc1,-0.7%,-17%,i,-3%,-15%,-0.7,i,-14%,8%
O=C(N/N=C/c1cn(-c2ccccc2)nc1-c1cccs1)c1ccccc1F,4.5%,-20%,i,-22%,?,-1.2,?,-9%,-29%
CC1Cc2ccccc2N1C(=O)CN1CCCCC1 (centres undefined),0.2%,8%,i,-1%,4%,1.1,i,0%,-10%
CCOc1ccc(C(C)=O)cc1COc1ccc(-c2nnco2)cc1,0.1%,-8%,i,-4%,0%,0.3,i,7%,-6%
CCOCCCn1c(SCC(=O)Nc2ccccc2CC)nc2ccccc2c1=O,0.0%,.,.,.,?,.,.,0%,4%
CCCCn1c(N)c(N(CC(C)C)C(=O)CN2C(=O)c3ccccc3C2=O)c(=O)[nH]c1=O,-0.4%,9%,i,0%,60%[activator],1.1,i,0%,40%
COC(=O)c1c(C)sc(-c2c(-c3ccc(F)cc3)[nH]c3[nH]c(=O)[nH]c(=O)c23)c1O,-0.9%,8%,.,.,134%[activator],.,i,6%,-5%
COC(=O)c1ccccc1NC(=O)c1ccc(COc2cccc3ccccc23)o1,3.5%,10%,i,-3%,-1%,-3.3,i,-2%,-34%
